EphA4 KYL inhibition = inhibitors of EphA4 binding to KYL peptide, primary screen, biochemical, colorimetric, mouse EphA4 (AID 689); EphA4-AP binding to KYL peptide, pNPP A405; higher % means a stronger effect; Ephrin type-A receptor 4 (Mus musculus); inhibition, % at 10 µM, or IC50 in µM where a hit was titrated; actives 0.1% (n = 62,000); in the data active means a potency from the dose series; inactive means the rest, 99 in 100 with inhibition below about 22%
Starred values were filed as active, the others as inactive; & = joins results of further samples. These rows are one share of the data. The share of hits here may be higher or lower than overall.

molecule,EphA4 KYL inhibition
Cc1ccc(CC2CC(=O)N(c3cccc(C(F)(F)F)c3)C2=O)cc1 (configuration not stated),-1%
COc1ccc(C(=O)NCCSCc2ccccc2C)cc1,-10%
CC(C)CC(=O)NC(NC(=S)Nc1sc2c(c1C#N)CCCC2)C(Cl)(Cl)Cl (configuration not stated),4%
CCCCCC(C)n1[nH]c(=O)c2c(C)cc(C)nc21 (configuration not stated),9%
Cc1onc(-c2c(Cl)cccc2Cl)c1C(=O)Nc1ccc2c(c1)OCCO2,-8%
CCC1c2ccc(C)n2CCN1C(=O)Nc1ccccc1C(=O)OC (configuration not stated),30%
COc1ccc(-c2nnc(SCC(=O)OC3CCCCC3)o2)cc1OC,0%
O=C(Cn1nnc(-c2ccccc2)n1)NCc1ccc2c(c1)OCO2,10%
C=CCC(CC=C)(NC(=O)c1ccccc1C)c1ccccc1,2%
Cc1nn2c(N3CCCC3)cc(C(C)C)nc2c1-c1ccccc1,-6%
Cc1ccccc1-n1c(C)nnc1SCC(=O)NCC1CCCO1 (configuration not stated),-2%
CCOC(=O)N1CCC(N2Cc3cccc(C(=O)NCc4ccc(C)cc4)c3C2=O)CC1,5%
CCCCNC(=O)CSc1nc2ccccc2c(=O)n1C1CCCC1,-4%
O=C(OCC(=O)N1CCOCC1)c1ccccc1SCC(=O)N1CCCC1,-14%
CCOC(=O)c1c(NC(=O)CCc2ccc(CC)o2)sc(C)c1C,-12%
CCn1c(=O)n(CC(=O)N2CCN(c3ccccc3F)CC2)c(=O)c2ccccc21,-6%
O=C1CC(=O)N(CCNc2ncc(C(F)(F)F)cc2Cl)C(=O)N1,-9%
CCCCN(CCCC)c1ccc(C(=O)c2ccccc2C(=O)O)c(O)c1,9%
COC(=O)c1ccc(CSc2nc3ccccc3[nH]2)o1,-10%
Cc1c(CCOC(=O)C2C3CC4CC(C3)CC2C4)sc[n+]1CC(=O)c1ccc(Br)cc1 (configuration not stated),-17%
C/C(N)=C(/C#N)C(=O)CSc1nnnn1-c1ccc(C)cc1C,11%
CCOC(=O)c1c[nH]c2c3c(ccc2c1=O)CCCC3,5%
Cc1ccc(C(=O)Nc2ccccc2-c2ccccc2)cc1S(=O)(=O)Nc1cccc(C)c1C,-8%
O=C(CSc1ccc(Cl)cc1)c1ccco1,40%
O=C(NCCc1ccccn1)c1ccc(S(=O)(=O)N2CCCCCC2)cc1,-10%
CCn1c(C)cc2c(c1=O)C(c1ccccc1)C(C(=O)OC)=C(N)O2 (configuration not stated),-15%
CC(=O)C1=C(C)NC(SCC(N)=O)=C(C#N)C1c1sccc1C (configuration not stated),5%
Cc1ccccc1NC(=O)C(C)c1cccc(C(=O)c2ccccc2)c1 (configuration not stated),-9%
CCOc1ccc(-c2n[nH]c(C)c2Oc2ccccc2OC)c(O)c1,0%
COc1ccc(Nc2oc(-c3ccc(Cl)cc3)nc2C#N)cc1,-11%

2 entries picked at random from the list so far:
molecule,EphA4 KYL inhibition
O=C(CSc1ccc(Cl)cc1)c1ccco1,40%
CC(=O)C1=C(C)NC(SCC(N)=O)=C(C#N)C1c1sccc1C (configuration not stated),5%

(next part)
molecule,EphA4 KYL inhibition
CCNC(=S)NC1CC2CCCC(C1)N2Cc1ccco1 (configuration not stated),-12%
CC(C)C(NC(=O)OCc1ccccc1)C(=O)NCC(=O)OC(C)(C)C (configuration not stated),-7%&-13%
COc1ccc(N2CCCn3c2nc2c3c(=O)n(CCc3ccccc3)c(=O)n2C)cc1,-9%
CC(C(=O)O)N1C(=O)CSC1=S (configuration not stated),-11%
Cc1cc(C)c2cc(C(c3nnnn3CC3CCCO3)N3CCN4CCCC4C3)c(=O)[nH]c2c1 (configuration not stated),-3%
COc1ccc(NC(=O)C2CCCN2S(=O)(=O)c2ccc(F)cc2)cc1 (configuration not stated),-4%
CC(C)(C)n1nnnc1C(c1cccc(C(F)(F)F)c1)N1CCOCC1 (configuration not stated),-8%
Cc1cc(CC(C)C)n(-c2nc3ccccc3c(=O)n2OCc2ccccc2)n1,-13%
COc1cc(S(=O)(=O)N2CCOCC2)ccc1NC(=O)CSc1nnc(N)s1,4%
CCCCNC(=O)NS(=O)(=O)c1ccc(NS(=O)(=O)c2ccccc2)cc1,-1%
O=[N+]([O-])c1cccc(C2Nc3ccc(Cl)cc3C3C=CCC32)c1 (configuration not stated),1%
CCOc1ccccc1N1CCN(Cc2ccc(Br)s2)CC1,2%
CC1CC(C)CN(CCCNC(=O)Cc2c(C(=O)O)[nH]c3ccccc23)C1 (configuration not stated),-4%
O=C(O)COc1ccccc1Cc1ccccc1,-10%
CCC(C)n1cnc2c(=O)oc3ccccc3c21 (configuration not stated),0%
COc1ccc(C2Nc3ccccc3C(=O)N2Cc2ccccc2)cc1Cn1cc([N+](=O)[O-])cn1 (configuration not stated),0%
Cc1ccsc1C1C(C(=O)O)c2ccccc2C(=O)N1C (configuration not stated),0%
N#CC1=C(N)Oc2cc(O)ccc2C1c1ccncc1 (configuration not stated),9%
Cc1onc(-c2c(F)cccc2Cl)c1C(=O)NCC1COc2ccccc2O1 (configuration not stated),-8%
CCCCSc1nc(C)c(C(C)=O)cc1C#N,-4%
CC(=O)Nc1ccc(CN2CCN(c3cccc(C(F)(F)F)c3)CC2)cc1,-8%
CCOc1ccc(NC(=O)CN(c2cccc(C(F)(F)F)c2)S(C)(=O)=O)cc1,3%
CCNc1nc(NCC)nc(C(=O)OCCO)n1,-6%
CN(c1cc(=O)n2ccccc2n1)C1CCCCC1,-5%
O=C1c2ccccc2C(Nc2ccc(S(=O)(=O)N3CCCCCC3)cc2)N1Cc1ccco1 (configuration not stated),-1%
CNc1oc(C)nc1S(=O)(=O)c1ccc(C)cc1,-24%
COc1ccc(NC(=O)c2ccc(F)c3ccccc23)c(OC)c1,-3%
O=C(O)COc1ccc(-c2nccc(-c3cccs3)n2)cc1,-7%
CN(C)C(=O)CSc1nc2ccccc2n1CC(=O)N1CCN(c2ccccc2)CC1,-9%
N#C/C(=C(/O)CN1CCOCC1)c1nc(-c2ccccc2)cs1,-18%
COc1cc(CNCc2cccs2)ccc1OCC(=O)NC(C)(C)C,-7%
COc1ccc(CCNC(=O)CSc2nc3ccccc3o2)cc1,-2%
Cc1cc(C(=O)CSc2ccc(F)cc2)cc(C)c1OC(=S)N(C)C,-12%
O=C(COc1ccc(Cl)cc1)NCc1nnc(SCC(=O)NCCc2ccccc2)o1,-13%
O=C(NCc1ccccn1)C1CCC(=O)N1C1CCCCC1 (configuration not stated),-5%
Cc1ccc(C(C(=O)NC2CCCCC2)N(Cc2cccnc2)C(=O)C2COc3ccccc3O2)o1 (configuration not stated),-13%
COc1ccc(N(CC(=O)Nc2ccc3ccccc3c2)S(=O)(=O)c2ccccc2)cc1,-4%
CCCCCCNC(=O)CCNC(=O)c1cc(OC)c(OC)c(OC)c1,-10%
CCOC(=O)c1cc2c(C)n(-c3ccc(N(C)C)cc3)c(C)c2cc(C(=O)OCC)c1=O,0%
O=C1OC(OC2CCCCC2)(c2ccccc2)c2ccccc21 (configuration not stated),1%
O=C(CSC1=NCCS1)Nc1nc(-c2ccccc2)cs1,-5%
CC(C#CCN1CCCCC1)OCCOCc1ccccc1 (configuration not stated),-8%
OCCNc1nc(SCc2ccccc2)nc2sc3c(c12)CCC3,-2%
Cc1cccc(CSCCNC(=O)c2ccc(N(C)S(=O)(=O)c3ccccc3)cc2)c1,44%
CCOC(=O)C1CCN(C(=O)CCc2c(C)nc3c(-c4ccc(F)cc4)c(C)nn3c2C)CC1,-13%
O=C(Nc1ccc(Cl)cc1)OCc1cc(-c2ccccc2Cl)on1,-3%
COc1cc(OC)c(C(=O)COc2ncnc3ccccc23)c(OC)c1,-6%
COc1ccc(S(=O)(=O)NCCSCc2cccc(C)c2)cc1Br,-16%
COc1ccc(NC(=O)c2cccs2)c([N+](=O)[O-])c1,-1%
CC(C)c1ccc(NC(=O)C2CCN(S(C)(=O)=O)CC2)cc1,-6%
Cn1c(=O)oc2cc(S(=O)(=O)N3CCC4(CC3)OCCO4)ccc21,7%
COc1cc(C2C(C#N)=C(N)N(c3sc4c(c3C#N)CCCC4)C3=C2C(=O)CC(C)(C)C3)cc(OC)c1OC (configuration not stated),-9%
COC(=O)c1[nH]c2ccc(Br)cc2c1NC(=O)CN1CCN(C2CCCCC2)CC1,-30%
O=C(COc1ccc(Cl)cc1)Nc1ccc(Cl)cc1,4%
CCOC(=O)[C@@H]1CCNC[C@@H]1c1ccccc1,10%
Cc1cccc(C2CC(c3ccc(Br)cc3)Nc3nc(N)nn32)c1 (configuration not stated),-11%
CCCC(=O)c1c(C)c2ccccc2n1C,-12%
CC(C)C(NS(=O)(=O)c1ccc2c(c1)oc(=O)n2C)C(=O)N1CCN(Cc2ccccc2)CC1 (configuration not stated),-8%
COc1n[nH]c2nncnc12,-9%
Cc1ccc(NC(=O)c2ccc(I)cc2)cc1C,-2%

Reprinted from the part before: five compounds; new compounds follow.
molecule,EphA4 KYL inhibition
Cc1cccc(C2CC(c3ccc(Br)cc3)Nc3nc(N)nn32)c1 (configuration not stated),-11%
CCCC(=O)c1c(C)c2ccccc2n1C,-12%
CC(C)C(NS(=O)(=O)c1ccc2c(c1)oc(=O)n2C)C(=O)N1CCN(Cc2ccccc2)CC1 (configuration not stated),-8%
COc1n[nH]c2nncnc12,-9%
Cc1ccc(NC(=O)c2ccc(I)cc2)cc1C,-2%
CC(C)(C)N1CC(c2nc3ccccc3n2CCOc2ccccc2)CC1=O (configuration not stated),-9%
O=C(Nc1ccccc1-c1ccccc1)c1cccc([N+](=O)[O-])c1,3%
COc1ccc(CCC(=O)N2CCN(S(=O)(=O)c3ccc4ccccc4c3)CC2)cc1,-11%
Cc1ccc(CN(Cc2cccnc2)C(=O)CN2C(=O)COc3ccccc32)o1,2%
O=C(CCc1ccc(S(=O)(=O)N2CCOCC2)cc1)OCc1nc2ccccc2s1,16%
Cc1ccc(Nc2nc3nonc3nc2N(C)C)cc1,1%
CCOc1ccc2nc(SCC(=O)NC(=O)NCc3ccco3)sc2c1,-2%
COc1cc(C(=S)N2CCOCC2)ccc1OC(C)=O,-1%
O=C1c2ccncc2C(=O)N1Cc1cccc(Cl)c1,15%
COc1ccccc1N1CCN(C(CNC(=O)c2ccc3c(c2)OCO3)c2cccnc2)CC1 (configuration not stated),-4%
O=C(c1ccccc1)c1nc[nH]c1C(=O)Nc1ccccc1,-5%
CCOC(=O)c1c(C)[nH]c(C(=O)COC(=O)c2ccccn2)c1C,-6%
Cc1ccc(NC(=O)/C(=C/c2cccc([N+](=O)[O-])c2)NC(=O)C2CCCCC2)c(C)c1,-6%
CCOC(=O)C1C(c2cccs2)NC(=O)NC1(O)C(F)(F)F (configuration not stated),-1%
O=C(CN1C(=O)C2C3C=CC(C3)C2C1=O)Nc1cccc2c1CCCC2 (configuration not stated),-5%
CCOC(=O)N1CCN(C(=O)CCSCCc2ccncc2)CC1,3%
COc1ccc(-c2csc(NC(=O)Cn3nc(C)cc3C)n2)cc1,-19%
CCN(CC)S(=O)(=O)c1ccc(NC(=O)COc2c(OC)cccc2OC)cc1,-5%
N#C/C(=C/c1ccc(N2CCOCC2)o1)c1ccc(Cl)cc1,-4%
COC(=O)C1C(=O)CC(C)(O)C(C(=O)OC)C1/C=C/c1ccccc1 (configuration not stated),-39%
O=C(CN(Cc1ccco1)C(=O)c1ccccc1)Nc1ccc(Cl)c(Cl)c1,-8%
Cc1ccc(CCNC(=O)C2CCCN(S(=O)(=O)c3c(C)noc3/C=C/N(C)C)C2)cc1 (configuration not stated),1%
COC(=O)c1ccc(N2C(=O)CC(N(C)CCc3ccc(OC)c(OC)c3)C2=O)cc1 (configuration not stated),3%
COc1cccc(/C=N/n2c(SC)nnc2-c2ccccc2)c1O,-13%
COc1ccc(CCNC(=O)C(=O)NCc2ccc(C)cc2)cc1OC,1%
Cn1c(=O)c2c(nc(OCC3COC(C)(C)O3)n2Cc2ccccc2F)n(C)c1=O (configuration not stated),-8%
CC(C)c1ccccc1NC(=O)c1cccnc1,1%
CC1CC(C)CN(C(=O)c2ccc3c(=O)n(Cc4ccc5c(c4)OCO5)c(=S)[nH]c3c2)C1 (configuration not stated),-4%
CO/N=C/NC(=O)c1c(OC)ccnc1Oc1ccccc1,4%
NC(=O)C1CCN(C(=O)c2ccc(C(F)(F)F)cc2)CC1,-13%
CCC(=O)Nc1cccc(NC(=O)CSc2nnc(C3CC3)n2C)c1,-1%
c1ccc(C(CN2CCOCC2)c2ccccc2)cc1,-3%
CN(CC(=O)NCCC1=CCCCC1)S(=O)(=O)c1ccc2c(c1)c(=O)n(C)c(=O)n2C,-4%
Cc1ccccc1-n1c(C)nnc1SCC(=O)N1CC(=O)Nc2ccccc21,-1%
CCOc1ccccc1NC(=O)CSc1nnc(-c2ccccn2)n1Cc1ccco1,-24%
O=C(O)C1CCN(C(=O)c2scc3c2OCCO3)CC1,4%
Cc1cc(C)n2nc(SCC(=O)Nc3c(C)n(C)n(-c4ccccc4)c3=O)nc2n1,1%
Cc1cnn(-c2cc(N/N=C/c3ccc(F)cc3)ncn2)c1,-8%
COC(=O)Cn1nc(-c2ccccc2)n(-c2ccccc2)c1=S,-4%
Cc1ccc(C)c(NC(=O)c2cc3ccccc3oc2=O)c1,-9%
COc1ccccc1-n1c(CNC(=O)c2ccco2)nnc1SCC(=O)Nc1cc(C)ccc1C,-5%

High-throughput results (PubChem BioAssay)
